# MITF inh = inhibitors of human MITF. O75030. AlphaScreen MITF homodimerization, bead proximity signal. inhibition, % at 2.6 µM. 0.91% of 650,000 active. AID 1259374; in the data active = inhibition above about 50%;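 note: 0% = vehicle wells with protein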
# Target sequence (O75030 whole entry, looked up): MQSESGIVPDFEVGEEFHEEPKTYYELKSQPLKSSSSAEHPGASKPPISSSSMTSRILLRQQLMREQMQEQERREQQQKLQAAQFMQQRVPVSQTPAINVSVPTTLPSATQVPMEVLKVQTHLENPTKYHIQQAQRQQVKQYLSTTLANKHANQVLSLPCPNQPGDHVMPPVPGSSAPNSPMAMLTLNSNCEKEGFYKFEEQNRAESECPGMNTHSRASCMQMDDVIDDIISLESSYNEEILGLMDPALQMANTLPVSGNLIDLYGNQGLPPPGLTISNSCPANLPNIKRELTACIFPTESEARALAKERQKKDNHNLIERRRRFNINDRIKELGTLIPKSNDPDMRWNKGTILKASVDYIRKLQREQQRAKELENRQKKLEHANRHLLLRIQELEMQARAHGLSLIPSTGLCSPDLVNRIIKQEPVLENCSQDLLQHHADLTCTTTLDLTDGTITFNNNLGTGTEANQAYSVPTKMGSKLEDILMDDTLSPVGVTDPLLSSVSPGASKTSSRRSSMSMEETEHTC
# GPR151 ag = activators of human GPR151. Q8TDV0. PathHunter beta-arrestin GPR151 cells, luminescence. activation, % at 11.2 µM. 1% of 650,000 active. AID 1508602; in the data active = activation above about 4.9%;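 note: 0% = median of compound wells and 100% = cells with positive control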
# Target sequence (Q8TDV0 whole entry, looked up): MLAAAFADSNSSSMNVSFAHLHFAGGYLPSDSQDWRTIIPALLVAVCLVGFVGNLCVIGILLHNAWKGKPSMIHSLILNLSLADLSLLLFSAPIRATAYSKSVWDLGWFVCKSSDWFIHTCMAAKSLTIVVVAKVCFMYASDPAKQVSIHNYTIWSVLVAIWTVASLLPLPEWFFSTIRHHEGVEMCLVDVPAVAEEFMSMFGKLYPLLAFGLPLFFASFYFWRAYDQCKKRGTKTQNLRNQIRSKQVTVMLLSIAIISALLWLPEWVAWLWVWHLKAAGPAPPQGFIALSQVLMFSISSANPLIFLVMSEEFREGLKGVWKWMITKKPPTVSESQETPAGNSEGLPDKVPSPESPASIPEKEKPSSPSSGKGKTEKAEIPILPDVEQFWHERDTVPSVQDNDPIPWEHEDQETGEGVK
# FBW7 activator = activators of human E3 ligase FBW7; AlphaScreen FBW7–phospho-cyclin E peptide binding, activator screen; Q969H0; normalized activity (activation), % at 26.1 µM; 0.13% of 650,000 active; AID 1259310; in the data active = normalized activity above about 1.9%;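 note: purified mutant Fbw7 with reduced substrate affinity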
# TEAD-YAP block = TEAD-YAP interaction inhibition; inhibition, % at 9.12 µM; 1.4% of 640,000 active; HEK-TIYL cells, TEAD-Gal4/YAP UAS-luciferase luminescence; AID 1259422; in the data active = inhibition above about 32%;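 note: 0% = median of test compound wells and 100% = reference inhibitor wells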
# The depositor's hits bear a star; & = joins results of further samples.
SMILES,MITF inh,GPR151 ag,FBW7 activator,TEAD-YAP block
CCn1c2ccccc2c2cc(CN3CCN(Cc4cc(OC)c(O)c(OC)c4)CC3)ccc21,46,0.9,-0.1,-6
O=C(O)CN1C(=O)S/C(=C\c2ccc([N+](=O)[O-])cc2)C1=O,16,-0.9,-0.2,-3
O=C(NCC1CCCN(Cc2nccs2)C1)c1ccc(-c2ccccc2)cc1 (stereo not drawn),-7,0.0,0.2,-1
O=C1CCCN1CCCNc1nc(Nc2ccccc2)c2[nH]cnc2n1,13,-1.0,0.8,3
Cc1cccc(N2CCN(C(=O)CCNc3c(N4CCCC4)c(=O)c3=O)CC2)c1C,6,0.0,0.7,4
O=C(Oc1ccc(Cc2ccc(OC(=O)c3ccccc3)cc2)cc1)c1ccccc1,3,0.5,0.0,1
CC(C)(C)OC(=O)N1CCC[C@H](Nc2ccnc(Cl)n2)C1,3,0.7,-0.1,-41
CCCc1ccc(OCC(=O)Nc2sc3c(c2C(=O)OCC)CCC(C)C3)cc1 (stereo not drawn),14,-2.0,0.0,-1
COc1ccc(-c2nc3cc(OC(C)=O)ccc3c(=O)o2)cc1[N+](=O)[O-],19,-6.1,-0.6,4
N#Cc1c(C(F)(F)F)cc(-c2cccs2)nc1SCc1nc(N)nc(N2CCOCC2)n1,3,-0.1,0.7,2
CCC1=NN(C(=O)c2ccccc2Cl)C(O)(c2ccncc2)C1 (stereo not drawn),11,-0.1,-0.2,5
CCOCCCNC(=O)C1CCCN1C(=O)Nc1ccc(OCC)cc1 (stereo not drawn),18,-0.5,0.2,0
COc1cc2c(cc1OC)-c1cc3ccc(OC)c(OC)c3c[n+]1CC2,-3&10&14,-2.2&0.8&-1.6,0.1&0.1&-0.1,8&3&20
Cc1nc2ccc3nc(NC(=O)c4ccc([N+](=O)[O-])cc4)sc3c2s1,1,0.4,0.0,-5
O=C1CSC(c2ccccc2F)N1c1ccc(Oc2ccc(Cl)cc2)cc1 (stereo not drawn),8,-0.9,0.0,-4
CC(C)CN(C(=O)COC(=O)Cc1n[nH]c(=O)c2ccccc12)C1CCS(=O)(=O)C1 (stereo not drawn),-3,-1.2,0.1,-7
Cc1ccc(Nc2cc(N(C)C)c3noc4c3c2C(=O)c2ccccc2-4)cc1,29,0.4,-0.2,6
CCOC(=O)C1=C(C)N=c2s/c(=C\c3ccc(OCc4ccccc4Cl)cc3)c(=O)n2C1c1ccccc1 (stereo not drawn),7,-2.3,0.3,4
CCOc1ccccc1NC(=O)CSc1ccc2nnc(-c3ccncc3)n2n1,-7,-0.4,-0.1,-9
Cc1nc2c(C(=O)NCc3ccccc3Cl)cnn2c(C)c1Cc1ccc(F)cc1Cl,-3,0.8,0.0,6
COC(=O)c1ccc(NC(=O)C2c3ccccc3C(=O)N(C)C2c2cccs2)cc1 (stereo not drawn),1,-0.7,-0.1,-3
CC(C)Cc1ccc(CN2CCC3(CC2)CC3C(=O)N2C[C@@H](C)O[C@@H](C)C2)cc1 (stereo partly drawn),2,-0.5,-0.1,4
CCOC(=O)c1c(-c2ccccc2)csc1NC(=O)c1cc([N+](=O)[O-])cc([N+](=O)[O-])c1,0,-0.1,0.2,-4
CCc1ccc(OCc2ccc(C(=O)O)o2)cc1,18,-6.5,0.2,-56
Cc1nc2cc(-c3ccccc3)nn2c(C)c1CCC(=O)NCc1ccccc1,-5,0.5,0.2,-2

# Next structures follow:
SMILES,MITF inh,GPR151 ag,FBW7 activator,TEAD-YAP block
Cc1ccc2nc(NC(=O)CN3C(=O)c4ccccc4C3=O)sc2c1,-19,-0.7,0.4,3
COc1ccc(/C=N/NC(=O)CCC(=O)Nc2ccc(C)cc2C)cc1OC,-12,-0.2,-0.1,-5
CCOC(=O)c1ccc(N(Cc2ccccc2)S(C)(=O)=O)cc1,13,0.7,0.1,8
CC(C)(C)NC(=O)CSc1nc(-c2ccccc2)cc(-c2ccc(F)cc2)c1C#N,11,2.9,-0.1,1
Cc1ccccc1CN1C(=O)CSc2ccc(C(=O)NC3CCCC3)cc21,10,-0.7,0.1,7
O=C1CCC(NC2CCCCC2)CCN1Cc1ccc2ccccc2c1 (stereo not drawn),3,0.8,0.1,-3
CCN1CCN(c2nc3cc4c(cc3cc2C#N)OCO4)CC1,5,2.0,0.1,13
COC(=O)c1ccc2c(c1)N(Cc1ccc(C(=O)OC)o1)C(=O)C(C)O2 (stereo not drawn),-1,-0.5,-0.1,9
CCCCC(=O)NC1=C(C(=O)OC)SCC1,-5,0.6,0.1,6
CC(C)CC1NC(=O)N(CC(=O)Nc2cccc(C#N)c2)C1=O (stereo not drawn),-6,0.7,-0.1,3
C=CCN(CC=C)C(=O)c1c(NC(=O)c2ccc(F)cc2)sc2c1CCC(C(C)(C)C)C2 (stereo not drawn),2,-0.3,0.1,-1
CCC(C)(C)NC(=O)CN(C(=O)c1csnn1)c1cccc2c1CCCC2,-11,0.4,-0.1,4
COC(=O)c1ccc(C2C(C(=O)OCc3ccccc3)=C(C)NC3=C2C(=O)CCC3)cc1 (stereo not drawn),-4,-0.2,0.3,-7
O=C(CC1C(=O)NCCN1CC1CCCCC1)NCCO (stereo not drawn),10,-0.6,-0.1,1
Cc1ccc2oc(-c3cccc(NC(=O)c4cc(I)ccc4Cl)c3)nc2c1,7,-1.1,-0.1,5
O=C1C(Cl)=C(Nc2ccccc2Cl)C(=O)N1c1ccccc1,7,0.2,-0.1,-5
CCOc1ccc(C(=O)Nc2cccc(NC(=O)c3ccccc3Br)c2)cc1,-5,0.5,-0.2,-32
COc1cccc(C(=O)Nc2c3c(nn2-c2ccccc2C)CS(=O)C3)c1 (stereo not drawn),-18,0.0,0.1,-1
CCOc1ccc(/C=C2\N=C(c3cc([N+](=O)[O-])ccc3Cl)OC2=O)cc1,3,-0.1,0.1,-3
CC(=O)NS(=O)(=O)c1ccc(N2C(=O)c3c(Cl)c(Cl)c(Cl)c(Cl)c3C2=O)cc1,13,1.0,0.0,12
O=C(COc1ccc(Cl)cc1)NNC(=O)C(=O)Nc1ccccc1,8,0.4,0.2,-30
COc1ccc(CNC(=O)c2csc(Nc3ccc(C)cc3)n2)cc1,1,2.7,0.9,1
CCNC(=O)c1ccc(N(C)S(=O)(=O)c2ccc(C)cc2)cc1,5,-1.9,0.2,-3
c1ccc(C2=NCc3ccccc3N2)cc1,3,0.4,0.2,3
CCCCn1c(CNC(=O)c2ccco2)nnc1SC(C)C(=O)Nc1sc2c(c1C(=O)OCC)CCC2 (stereo not drawn),5,-0.2,0.2,11

# The list continues:
SMILES,MITF inh,GPR151 ag,FBW7 activator,TEAD-YAP block
Cc1nonc1CN1C(=O)CCC1CCNCc1ccccc1 (stereo not drawn),14,-0.1,0.0,2
O=C(O)c1cc(C(=O)O)c(=O)[nH]c1-c1ccc(Cl)cc1,16,-1.2,0.0,3
Cc1ccc2c(c1)-c1c(sn(-c3ccc(C(F)(F)F)cc3)c1=S)C(C)(C)N2,17,-1.9,0.0,7
Cc1ccc(S(=O)(=O)N2CCN(C(=O)c3cccc(F)c3)CC2)cc1,10,-0.3,0.1,-6
CC(C)(C)CC(C)(C)NC(=O)c1ccccc1,-2,-1.2,-0.1,12
CCn1c(C(=O)O)c(CC(C)=O)c2ccccc21,-8,0.7,-0.1,3
CC(Oc1cc(Cl)ccc1Cl)C(=O)N1CCc2ccccc21 (stereo not drawn),8,-0.2,-0.1,-6
O=C(Cn1nc(-c2ccccc2)ccc1=O)Nc1ccc(NC(=O)c2ccccn2)cc1,-12,0.1,-0.1,-15
O=C(NCc1ccc(Cl)cc1)C(=O)N1CCCC1,15,-1.6,1.1,-2
CCN(CC)C(=O)Cn1cnc2sc(C(=O)Nc3ccccc3C(F)(F)F)c(C)c2c1=O,2,-0.4,0.1,5
COc1ccc(CN2CCN(CCC(C)C)C(CCO)C2)c(Cl)c1OC (stereo not drawn),6,0.6,-0.1,-2
NC(=O)c1cc2cc(Br)ccc2oc1=Nc1cc(C(F)(F)F)ccc1Cl,14,0.0,-0.1,5
Cc1sc(NC(=O)c2ccco2)c(CN2CCCC2)c1C,-5,0.6,0.0,-13
Cc1nc2ccccc2c(=O)n1/N=C/c1c(O)n(Cc2ccccc2)c(=O)c2ccccc12,-4,-0.7,-0.1,-9
CCO/C=C1/C(=O)N(Cc2ccccc2)C(=O)c2cc(OC)ccc21,11,-1.6,0.5,3
CC1CN(C(=O)c2ccc3c(c2)OCO3)OC(c2cccnc2)O1 (stereo not drawn),-6,0.0,-0.1,4
CCCCCCn1c(=O)c(Cc2ccccc2)c(O)c2ccccc21,-2,-0.1,0.0,-2
CCSc1ncc(Cl)c(C(=O)Nc2ccc(S(=O)(=O)N3CCOCC3)cc2)n1,15,-0.5,0.0,-5
Nc1cccc(-c2nc(NCc3ccccc3)c3[nH]cnc3n2)c1,0,1.5,-0.1,4
Cc1cccc(C)c1-n1c(=S)sc2c(=O)n(C3CCCCC3)c(SCC#N)nc21,-3,0.0,0.1,-15
CNC(=O)Cn1c2ccccc2c2nc(=O)cc(C)n21,9,1.7,0.0,-8
Cn1c(SCC(=O)NO)nnc1-c1c[nH]c2ccccc12,-7,-1.2,0.0,0
Nc1nc(SCC(=O)NCc2ccccc2)n[nH]1,8,0.0,0.0,4
C(#Cc1cncnc1)c1ccccc1,-5,2.1,0.0,-1
COc1ccc(C(=O)NC2(C(F)(F)F)C(=O)Nc3c2c(=O)n(C)c(=O)n3C)cc1OC (stereo not drawn),7,0.0,0.5,9

# Structures shown so far that have an aryl methoxy group, in the order listed:
SMILES,MITF inh,GPR151 ag,FBW7 activator,TEAD-YAP block
CCn1c2ccccc2c2cc(CN3CCN(Cc4cc(OC)c(O)c(OC)c4)CC3)ccc21,46,0.9,-0.1,-6
COc1ccc(-c2nc3cc(OC(C)=O)ccc3c(=O)o2)cc1[N+](=O)[O-],19,-6.1,-0.6,4
COc1cc2c(cc1OC)-c1cc3ccc(OC)c(OC)c3c[n+]1CC2,-3&10&14,-2.2&0.8&-1.6,0.1&0.1&-0.1,8&3&20
COc1ccc(/C=N/NC(=O)CCC(=O)Nc2ccc(C)cc2C)cc1OC,-12,-0.2,-0.1,-5
COc1cccc(C(=O)Nc2c3c(nn2-c2ccccc2C)CS(=O)C3)c1 (stereo not drawn),-18,0.0,0.1,-1
COc1ccc(CNC(=O)c2csc(Nc3ccc(C)cc3)n2)cc1,1,2.7,0.9,1
COc1ccc(CN2CCN(CCC(C)C)C(CCO)C2)c(Cl)c1OC (stereo not drawn),6,0.6,-0.1,-2
CCO/C=C1/C(=O)N(Cc2ccccc2)C(=O)c2cc(OC)ccc21,11,-1.6,0.5,3
COc1ccc(C(=O)NC2(C(F)(F)F)C(=O)Nc3c2c(=O)n(C)c(=O)n3C)cc1OC (stereo not drawn),7,0.0,0.5,9

# (listing goes on)
SMILES,MITF inh,GPR151 ag,FBW7 activator,TEAD-YAP block
CNC(=O)c1ccc(-c2cccc(OC(F)(F)F)c2)nc1NCCOC,2,0.4,0.2,-2
O=C(NN1C(=O)C2CCCCC2C1=O)c1ccccc1Cl (stereo not drawn),8,1.1,0.2,1
COc1ccccc1NC(=O)Cc1noc(CSc2nnc3nc(C)cc(C)n23)n1,9,-0.8,0.4,-6
O=C(COCc1nc(-c2cnccn2)no1)NCc1ccc(Cl)cc1,5,2.6,0.0,7
CCOc1ccc(C(=O)NC(=S)Nc2cccc(C)n2)cc1,-3,-0.4,0.0,-44
NC(=O)c1ccsc1NC(=O)Cn1nc(C(=O)O)c2ccccc2c1=O,4,0.1,-0.1,3
CCCNc1nc(-c2ccc(OC)cc2)nc2c1ncn2C1CCCCC1,14,0.9,0.0,-22
CC(C(=O)NCc1ccccc1Cl)n1c2ccccc2c2cnn(C)c(=O)c21 (stereo not drawn),12,0.2,0.1,5
O=c1c(CN2CCOc3ccc(CN4CCC(O)CC4)cc3C2)coc2ccccc12,-11,0.1,0.6,-5
CCn1nccc1C(=O)Nc1ccc(C(C)=O)cc1,4,-6.2,0.1,-26
COc1ccccc1C1C(C(=O)OC(C)C)=C(C)Nc2nnnn21 (stereo not drawn),5,1.6,-0.1,14
O=c1[nH]c(=O)n(-c2ccccc2)c(O)c1C=Nc1ccc(Cl)c([N+](=O)[O-])c1,6,-0.4,-0.2,-5
C=CCc1cc(OC)ccc1OCCCN1CCCCC1,26,3.0,0.8,-1
COc1ccc2nc(NC(=O)c3sc4ncn(CC(=O)N5CCCC(C)C5)c(=O)c4c3C)sc2c1 (stereo not drawn),15,0.7,0.6,6
Cc1ccccc1C(=O)NC(=S)Nc1nc2ccccc2s1,0,0.0,0.1,4
COc1ccc(/C=C2\C(=N)N3N=C(S(C)(=O)=O)SC3=NC2=O)cc1,10,-0.7,0.7,-8
COc1ccc(OC)c(S(=O)(=O)c2cc3ccccc3oc2=O)c1,-7,2.0,-0.1,2
O=C1C2C3C=CC(C3)C2C(=O)N1c1cccc2cccnc12 (stereo not drawn),-1,-0.4,-0.3,3

# Some of these compounds in order of number of heavy atoms, lowest first.
SMILES,MITF inh,GPR151 ag,FBW7 activator,TEAD-YAP block
O=C(NN1C(=O)C2CCCCC2C1=O)c1ccccc1Cl (stereo not drawn),8,1.1,0.2,1
Cc1ccccc1C(=O)NC(=S)Nc1nc2ccccc2s1,0,0.0,0.1,4
COc1ccccc1NC(=O)Cc1noc(CSc2nnc3nc(C)cc(C)n23)n1,9,-0.8,0.4,-6
COc1ccc2nc(NC(=O)c3sc4ncn(CC(=O)N5CCCC(C)C5)c(=O)c4c3C)sc2c1 (stereo not drawn),15,0.7,0.6,6
